Assay outcomes from PubChem BioAssay.
NR2F2 inh – NR2F2 (human) inhibition, primary screen | HEK293T NGFI-A luciferase reporter, luminescence | 0.7% of 370,000 active | P24468 | inhibition, % at 8.6 µM;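 active = inhibition above a per-plate cutoff, mean inhibition of test wells between control levels plus 3 SD, cut at about 38% in these data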;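 note: cells cotransfected with COUP-TFII expression vector driving the NGFI-A reporter; 0% = median of COUP-TF2 test wells and 100% = reporter-only cells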
Target sequence (P24468 whole entry, looked up): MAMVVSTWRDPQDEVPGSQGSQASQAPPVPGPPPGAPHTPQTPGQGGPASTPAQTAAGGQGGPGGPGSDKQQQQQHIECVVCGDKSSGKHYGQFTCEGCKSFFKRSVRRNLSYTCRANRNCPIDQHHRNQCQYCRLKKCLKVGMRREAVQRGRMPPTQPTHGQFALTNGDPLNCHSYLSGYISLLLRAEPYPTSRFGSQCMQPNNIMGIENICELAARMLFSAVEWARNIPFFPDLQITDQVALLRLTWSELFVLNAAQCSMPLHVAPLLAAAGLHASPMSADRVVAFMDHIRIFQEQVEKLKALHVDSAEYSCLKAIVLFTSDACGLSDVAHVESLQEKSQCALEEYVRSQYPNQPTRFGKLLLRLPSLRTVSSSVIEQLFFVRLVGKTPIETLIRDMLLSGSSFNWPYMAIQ
SRC2 inh – inhibits human steroid receptor coactivator 2; HEK293 GAL4-SRC2 luciferase reporter, luminescence; AID 651957; Q15596; inhibition, % at 9 µM; 0.17% of 370,000 active;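 active = inhibition above the mean inhibition of all tested compounds plus 3 SD, set per campaign, cut at about 52% in these data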;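 note: 0% = DMSO treated cells and 100% = cells given Gossypol at 36 µM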
TROY signal inh – blocks TROY-dependent signaling in reporter cells; Q293 LMP1-TROYcd NF-kB luciferase reporter, 4 h; inhibition, % at 10 µM; 0.98% of 360,000 active; AID 1347056;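 active = compounds whose plate-normalised and pattern-corrected inhibition of the luciferase reporter signal at the single screening dose is 50% or more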
CF NFkB block – cystic fibrosis NF-kB activation inhibition | KKLEB NF-kB-GFP reporter, PAF-induced, GFP fluorescence overnight | inhibition, % at 5 µM | 0.86% of 360,000 active;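 active = at least 50% inhibition at 5 µM, scaled per plate between neutral and stimulator controls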;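 note: PAF is a Pseudomonas aeruginosa culture filtrate used as stimulus; plate controls were PAF-stimulated DMSO wells for no effect and unstimulated DMSO wells for full effect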
LMP1 NFkB inh – reduces LMP1-driven NF-kappaB luciferase signal. 0.69% of 350,000 active. inhibition, % at 12.5 µM. LMP1-induced NF-kappaB luciferase reporter cells, luminescence; in the data active = inhibition above about 41%;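 note: 0% = neutral control wells and 100% = reference inhibitor control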
NCOA1 inh – human NCOA1 inhibition; HEK293 GAL4-SRC1 luciferase reporter, luminescence; inhibition, % at 3.6 µM; AID 588354; 0.12% of 360,000 active; Q15788;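 active = inhibition above the campaign mean plus 3 SD, with each screening campaign given its own cutoff, cut at about 60% in these data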;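 note: 0% = DMSO treated cells and 100% = gossypol at 36 µM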
KKLEB cytotox – CF airway cell cytotoxicity counter-screen; KKLEB CF airway cells viability, ATPlite luminescence, overnight; active compounds read low; cells stimulated with P. aeruginosa culture filtrate; activity change (cytotoxicity), % at 5 µM; 0.36% of 360,000 active;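 active = corrected activity change at or below -50% at 5 µM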
TWEAK Fn14 block – blocks TWEAK-Fn14 interaction in a reporter cell assay. TWEAK-stimulated Fn14 reporter cells, luciferase luminescence, 8 h. inhibition, % at 10 µM. 2% of 360,000 active. AID 1159606; in the data active = inhibition above about 50%
LRH-1 inv ag – inverse agonists of human LRH-1 (NR5A2); 0.13% of 360,000 active; inhibition, % at 3.6 µM; HEK293T StAR-luciferase reporter, LRH-1 transfected, 24 h; O00482;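 active = inhibition above the mean inhibition of all tested compounds plus 3 SD, cut at about 73% in these data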;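 note: 0% = DMSO wells and 100% = reporter-only cells lacking LRH-1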
Target sequence (O00482 whole entry, looked up): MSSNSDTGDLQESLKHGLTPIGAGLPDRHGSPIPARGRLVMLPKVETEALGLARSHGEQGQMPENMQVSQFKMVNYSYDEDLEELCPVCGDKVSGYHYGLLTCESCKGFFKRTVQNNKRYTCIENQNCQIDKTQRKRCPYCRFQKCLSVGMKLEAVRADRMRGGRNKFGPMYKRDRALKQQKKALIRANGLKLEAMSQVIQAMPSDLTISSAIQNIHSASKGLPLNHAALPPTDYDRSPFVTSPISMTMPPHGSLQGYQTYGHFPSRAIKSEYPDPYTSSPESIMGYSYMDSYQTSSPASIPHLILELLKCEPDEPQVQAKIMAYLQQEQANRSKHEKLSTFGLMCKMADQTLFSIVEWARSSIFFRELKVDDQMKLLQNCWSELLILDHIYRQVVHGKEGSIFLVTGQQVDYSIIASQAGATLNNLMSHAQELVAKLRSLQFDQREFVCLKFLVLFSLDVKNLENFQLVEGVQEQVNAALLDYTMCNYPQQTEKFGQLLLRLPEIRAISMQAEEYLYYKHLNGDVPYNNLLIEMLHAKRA
C8 TRAIL sens – caspase-8 TRAIL sensitization; NB7+C8 cells + TRAIL, ATPlite viability luminescence; inhibition (viability loss, TRAIL sensitization), % at 10 µM; 1% of 360,000 active; AID 624354;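 active = compounds causing at least 50% loss of cell viability in the single-dose screen, relative to plate controls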
NCOA3 inh – inhibits human SRC3 coactivator | HEK293 GAL4-SRC3 luciferase reporter, luminescence | inhibition, % at 3.6 µM | 0.17% of 360,000 active | Q9Y6Q9;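 active = inhibition above a per-campaign cutoff, the mean of all compounds plus 3 SD, cut at about 60% in these data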;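 note: 0% = DMSO-treated cells and 100% = gossypol-treated cells at 36 µM; higher means less SRC3-driven luciferase light from the GAL4 reporter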
* marks the source's active call; other numbers are inactive results; / = not tested or not shown.

SMILES	NR2F2 inh	SRC2 inh	TROY signal inh	CF NFkB block	LMP1 NFkB inh	NCOA1 inh	KKLEB cytotox	TWEAK Fn14 block	LRH-1 inv ag	C8 TRAIL sens	NCOA3 inh
C(=C\c1nccc2c1[nH]c1ccccc12)/c1ccccc1	-17	-86	-19	-22	-53	-64	-9	18	-44	26	-78
CCn1c(SCC(=O)Nc2ccc(C)cc2)nc(O)cc1=O	-3	-1	1	-1	3	-6	14	3	-11	-1	5
COc1ccc(CN2CC(C(=O)NCCC3=CCCCC3)CC2=O)cc1 (centres undefined)	-4	-1	-2	-14	-1	5	8	6	5	1	5
OC(Cn1cncn1)(c1ccc(F)cc1)c1ccc(Cl)cc1 (centres undefined)	6	-5	15	2	-13	-20	-2	30	-16	-6	4
CCOC(=O)C(CC)n1nc(C)n2c(cc3sccc32)c1=O (centres undefined)	15	4	8	12	2	6	9	2	11	-1	11
Cc1cccc(C(=O)NNC(=O)c2ccc(NC(=O)C(C)(C)C)cc2)c1	8	-3	33	4	-6	-3	-4	45	-14	-6	2
CCN(CC)C(=O)[C@H]1CC(CC(=O)NCCCOC)C(=O)N2CCc3c([nH]c4ccccc34)[C@]12C (some centres undefined)	1	13	-1	-3	-1	11	-3	15	4	-2	-6
CCCC(=O)NC(=S)Nc1ccc(S(=O)(=O)N2CCc3ccccc32)cc1	-9	3	2	4	/	-14	-18	-11	19	12	-6
Cc1ccc(Sc2ncccc2C(=O)O)cc1	14	6	-1	3	1	5	-4	8	19	-1	7
COc1ccccc1C(=O)N/C(=C\c1ccc(Br)cc1)C(=O)NCC(=O)O	-11	0	11	8	-4	-17	4	9	-2	-10	-1
OC(COc1ccccc1)CN1C2=NCCCN2c2ccccc21 (centres undefined)	/	/	-13	-1	4	1	4	-7	5	4	8
CC1CCCCN1C(=S)NC(=O)c1cc(Br)ccc1Cl (centres undefined)	9	3	-8	11	6	-25	-10	-5	2	21	15
O=C(Nc1ccc2c(c1)[nH]c(=O)c1ccccc12)C(F)(F)F	-17	-50	6	-30	-1	-37	-3	9	-43	8	-7
COc1ccc2nc(NC(=O)c3ccccc3C(=O)O)sc2c1	-2	-37	-15	-20	-2	-3	6	6	-4	15	-9
CCn1cc(C(=O)NCC(OC)OC)c(=O)c2cc(S(=O)(=O)N3CCCC3)ccc21	12	-3	15	1	4	6	0	3	-4	14	-22
CC(C)C[C@@H](CO)N1CCN(Cc2ccccc2)CCC1=O	-6	-13	-6	-24	5	-7	7	-21	21	-12	-3
C[C@H](CO)N1C[C@H](C)[C@@H](CN(C)C(=O)Nc2ccc(C(F)(F)F)cc2)Oc2ccc(NS(=O)(=O)c3ccc(F)cc3)cc2C1=O	16	-10	5	15	-2	-2	-10	-5	8	-11	10
N#CCCN(C(=O)COC(=O)c1nc(Cl)ccc1Cl)c1ccccc1	-1	-3	-2	12	2	-10	-5	2	-13	-17	19
CCCNC(=O)c1c(C)cc(=O)oc1C	-5	-6	5	7	1	-8	-1	11	-1	1	22
Cc1ccc2[nH]c(=O)c(CN(CCCN3CCOCC3)C(=O)Nc3ccc(Cl)cc3)cc2c1	-7	9	0	9	-3	-3	3	-11	18	-3	-25
O=C(CN1CCCCC1)N1c2ccccc2Sc2ccc(C(F)(F)F)cc21	0	-12	-51	10	-14	3	7	8	-1	7	-10
O=C(Nc1ccccc1C(F)(F)F)Nc1cccc2ccccc12	-13	5	40	4	0	9	11	7	4	7	-6
CC(=O)C1=C(O)C(=O)N(c2ccc(C(=O)O)cc2)C1c1ccccc1 (centres undefined)	12	1	10	10	0	-9	-2	10	-9	11	4
CCOc1ccc(N(Cc2cc3cc(C)ccc3[nH]c2=O)S(=O)(=O)c2ccccc2)cc1	8	-6	0	13	-5	1	-5	5	4	11	16
CC(=O)c1c(C)cc(C)c(CSc2nnc(-c3ccco3)o2)c1C	11	11	5	0	1	5	-1	-17	-33	16	11

An excerpt from above in order of SMILES length, smallest number first.
SMILES	NR2F2 inh	SRC2 inh	TROY signal inh	CF NFkB block	LMP1 NFkB inh	NCOA1 inh	KKLEB cytotox	TWEAK Fn14 block	LRH-1 inv ag	C8 TRAIL sens	NCOA3 inh
CCn1c(SCC(=O)Nc2ccc(C)cc2)nc(O)cc1=O	-3	-1	1	-1	3	-6	14	3	-11	-1	5
O=C(Nc1ccc2c(c1)[nH]c(=O)c1ccccc12)C(F)(F)F	-17	-50	6	-30	-1	-37	-3	9	-43	8	-7
O=C(CN1CCCCC1)N1c2ccccc2Sc2ccc(C(F)(F)F)cc21	0	-12	-51	10	-14	3	7	8	-1	7	-10
CC(=O)C1=C(O)C(=O)N(c2ccc(C(=O)O)cc2)C1c1ccccc1 (centres undefined)	12	1	10	10	0	-9	-2	10	-9	11	4
CCn1cc(C(=O)NCC(OC)OC)c(=O)c2cc(S(=O)(=O)N3CCCC3)ccc21	12	-3	15	1	4	6	0	3	-4	14	-22

Further results:
SMILES	NR2F2 inh	SRC2 inh	TROY signal inh	CF NFkB block	LMP1 NFkB inh	NCOA1 inh	KKLEB cytotox	TWEAK Fn14 block	LRH-1 inv ag	C8 TRAIL sens	NCOA3 inh
CCn1cc(C(=O)NCc2ccco2)c(=O)c2cc(S(=O)(=O)N3CC(C)CC(C)C3)ccc21 (centres undefined)	16	15	2	-1	12	16	6	10	-1	83*	31
COc1ccc(C2CCCN2C(=S)Nc2ccccc2C)cc1OC (centres undefined)	3	3	-3	6	5	-11	10	-9	7	-1	4
O=C1c2ccccc2-c2nc3ccccc3nc21	-44	-44	-75	-30	-3	-49	16	13	-54	31	-77
Cc1ccccc1OCCC(=O)OCC(=O)Nc1c(C)nn(-c2ccccc2)c1C	-1	-7	-18	7	1	-9	6	-6	-13	9	6
O=C(Cc1cccs1)N(c1ccc(F)cc1)C1(C(=O)NC2CCCCC2)CCCC1	8	4	8	7	1	-2	-1	12	26	-4	-13
CCN(C1CCCCC1)S(=O)(=O)c1ccc(-n2cnnn2)c(C)c1	11	20	6	7	-3	-9	-6	37	-9	-10	-2
COc1ccc(-c2nc(CS(=O)(=O)CC(=O)NC3CCC(C)CC3)c(C)o2)cc1 (centres undefined)	3	-9	-23	-6	6	7	-2	10	-10	4	14
O=C1N(Cc2cccc(Cl)c2)C[C@@H]2C[C@@H](c3ccc4nonc4c3)N3CCC[C@@]123	13	5	-3	-10	8	18	-9	3	2	26	17
CN(C)c1cccc(C(=O)OCC(=O)N2CCc3ccccc3C2)c1	5	-17	-5	1	2	4	7	-14	-27	-1	1
S=C(NCCc1ccccc1)NC1CC1	8	-14	-26	-11	-7	3	3	-5	12	-2	-9
O=C(CCCn1c(=O)[nH]c2cc(Cl)ccc2c1=O)NCCC1=CCCCC1	22	7	-8	10	-2	-9	-7	6	-10	4	-10
CCOc1ccc(C2C([N+](=O)[O-])=C(C)N(C)C(=O)N2C)cc1OC (centres undefined)	-4	17	12	-13	3	-8	-14	6	-12	-6	8
Cc1ccc(S(=O)(=O)Nc2ccc3c(c2)C(=O)N([C@@H](C)CO)C[C@@H](C)[C@@H](CN(C)CC2CC2)OCCCC[C@@H](C)O3)cc1	17	-15	-6	-14	-1	1	11	7	-15	-17	-7
Cc1ccc(CSc2nc3c(c(N(C)C)n2)CCCC3)cc1	7	4	8	-4	5	1	0	35	-18	9	11
CCC1=C(OC(=O)N(CC)CC)N2C(=O)OC(=NCCc3c[nH]c4ccccc34)[C@]2(Cc2ccccc2)[C@H]2C1=CC[C@H]1C(=O)N(C)C(=O)[C@H]12	1	-18	6	44	10	-19	-31	12	15	-2	-7
COc1ccc(-n2nnnc2SCC(=O)Nc2nc3c(s2)CCCC3)cc1	11	2	24	4	-4	-5	-16	8	-7	16	9
O=C(NC12CC3CC(CC(C3)C1)C2)c1ccc(=O)oc1	-10	-15	13	17	-5	0	-2	3	-1	0	-12
COc1ccc2oc(C(=O)N(C)CCOc3ccccc3)c(C)c2c1	5	-10	21	5	26	-27	-3	21	-19	-4	-40
O=c1[nH]cnc2nc(-c3ccccc3)c(-c3ccccc3)nc12	-2	-25	-17	-1	-4	2	2	-3	-2	-27	-2
Cc1cc(NC(=O)CSc2nc3c([nH]c4ccccc43)c(=O)n2-c2ccccc2F)no1	-4	9	1	12	5	-12	4	-3	15	-7	-26
O=C(NCc1ccccc1Cl)c1cc2ccccc2oc1=O	11	-10	-40	-11	-24	-3	8	-5	1	-9	-18
COc1ccc(-c2oc(=O)c3cc(OC)c(OC)cc3c2C#CC2(O)CCCCC2)cc1	10	4	-5	10	-34	-13	13	-26	13	-5	14
O=C(Cn1nc(-c2ccc(Cl)cc2)ccc1=O)NCC1CCCO1 (centres undefined)	7	-18	15	0	10	-22	4	12	10	8	2
CC1(C)Cc2cccc(OCC(=O)OCC(=O)Nc3ccc(C(N)=O)cc3)c2O1	-11	-5	-15	-2	6	0	4	1	13	-21	8
CN(C)CCCNC(=S)N1CCN(c2nc(-c3ccccc3)cs2)CC1	10	-49	-27	-8	-3	-25	4	-12	-5	0	-8
COc1ccc(CC(=O)N/N=C(\C)CC(=O)Nc2ccc3c(c2)OCCO3)cc1OC	-4	22	-11	-11	-1	-13	6	18	-6	-16	1
COC(=O)c1cc(NC(=O)Cc2ccccc2[N+](=O)[O-])cc(C(=O)OC)c1	1	0	15	-6	2	2	-8	-5	30	-2	29

6 records drawn at random from the list so far:
SMILES	NR2F2 inh	SRC2 inh	TROY signal inh	CF NFkB block	LMP1 NFkB inh	NCOA1 inh	KKLEB cytotox	TWEAK Fn14 block	LRH-1 inv ag	C8 TRAIL sens	NCOA3 inh
CN(C)c1cccc(C(=O)OCC(=O)N2CCc3ccccc3C2)c1	5	-17	-5	1	2	4	7	-14	-27	-1	1
CN(C)CCCNC(=S)N1CCN(c2nc(-c3ccccc3)cs2)CC1	10	-49	-27	-8	-3	-25	4	-12	-5	0	-8
COc1ccc2oc(C(=O)N(C)CCOc3ccccc3)c(C)c2c1	5	-10	21	5	26	-27	-3	21	-19	-4	-40
S=C(NCCc1ccccc1)NC1CC1	8	-14	-26	-11	-7	3	3	-5	12	-2	-9
O=C1c2ccccc2-c2nc3ccccc3nc21	-44	-44	-75	-30	-3	-49	16	13	-54	31	-77
COc1ccc(-n2nnnc2SCC(=O)Nc2nc3c(s2)CCCC3)cc1	11	2	24	4	-4	-5	-16	8	-7	16	9
